Assay outcomes (PubChem)
NPY1 pot ag = human NPY-Y1 potentiation or agonism, primary screen; activation, % at 3.6 µM; NPY-Y1 expressing cells, potentiator/agonist activation; P25929; actives 0.37% (n = 220,000); in the data active means activation above about 33%, passing the limit was not always enough;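 further: cells stimulated with NPY at EC10 then isoproterenol at EC100; 0% = low agonist plus stimulus and 100% = saturating agonist plus stimulus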
Target sequence (P25929 whole entry, looked up): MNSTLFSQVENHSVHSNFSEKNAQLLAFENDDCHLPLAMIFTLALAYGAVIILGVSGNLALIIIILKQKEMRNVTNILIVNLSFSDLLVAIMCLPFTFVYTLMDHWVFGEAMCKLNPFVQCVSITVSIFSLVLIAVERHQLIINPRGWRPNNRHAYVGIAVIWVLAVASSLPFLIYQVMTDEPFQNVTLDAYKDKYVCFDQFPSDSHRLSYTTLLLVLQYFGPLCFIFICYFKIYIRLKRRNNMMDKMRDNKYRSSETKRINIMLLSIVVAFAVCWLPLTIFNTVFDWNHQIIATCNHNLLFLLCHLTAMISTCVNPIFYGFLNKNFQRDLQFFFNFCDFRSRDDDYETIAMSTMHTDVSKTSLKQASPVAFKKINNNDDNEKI
14-3-3 Bad inh = disrupts binding of bovine 14-3-3 zeta to phospho-Bad peptide | AID 781 | TR-FRET 14-3-3zeta/Dy647-pBad peptide displacement, 1 h | actives 0.71% (n = 220,000) | P63103 | inhibition, % at 21.7 µM;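 active means inhibition above about 70%, limit read from the data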;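 further: 0% = full 14-3-3 plus peptide FRET controls and 100% = background without 14-3-3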
Target sequence (P63103 whole entry, looked up): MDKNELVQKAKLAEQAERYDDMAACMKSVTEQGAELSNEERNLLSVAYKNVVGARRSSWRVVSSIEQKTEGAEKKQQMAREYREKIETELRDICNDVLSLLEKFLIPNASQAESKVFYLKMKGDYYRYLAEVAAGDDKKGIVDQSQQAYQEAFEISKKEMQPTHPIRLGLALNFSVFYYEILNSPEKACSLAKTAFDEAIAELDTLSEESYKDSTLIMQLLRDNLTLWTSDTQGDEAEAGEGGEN
TRPN1 ag = agonists of zebrafish TRPN1 channel. HEK293 zebrafish TRPN1-YFP, Fluo-8 calcium fluorescence; 100% = response to 87 µM carbachol. activation, % at 3 µM. actives 0.18% (n = 220,000);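 active means activation above its plate's cutoff, the mean activation of test wells on that plate plus 3 SD, cut at about 19% in these data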;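 further: 0% = DMSO alone and 100% = 87 µM carbachol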
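Control set: carbachol 87 µM as high control, DMSO as low control; system: HEK293 stable line with zebrafish TRPN1-YFP; read-out: % activation versus carbachol response; detection: intracellular calcium fluorescence with Fluo-8; doses: single test compound dose, 3 µM nominal, 0.3% DMSO; schedule: dye 1 h 37 °C plus 30 min RT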
PPC-1+TRAIL kill = kills PPC-1 cancer cells in the presence of TRAIL. PPC-1 cells + TRAIL, ATPLite viability luminescence. cell killing (% activity), % at 4 µM. actives 0.41% (n = 220,000);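 active means cell killing above 50% in the first pass at 4 µM, then a duplicate retest at 5 µM averaging 50% or more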;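 further: plate controls were cells with TRAIL plus DMSO for no effect and medium-only wells lacking cells for full effect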
TRPML3 agonist = agonists of human TRPML3 channel; Q8TDD5; HEK293 TRPML3-YFP, Fluo-8 calcium fluorescence; 100% = the carbachol control signal; activation, % at 3 µM; actives 0.29% (n = 220,000);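 active means activation above its plate's cutoff, the mean activation of the plate's test wells plus 3 SD, cut at about 12% in these data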;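 further: 0% = DMSO only wells and 100% = carbachol wells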
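Test system: TRPML3-YFP stable HEK293 cells. Doses: single point at 3 µM. Incubation: dye loading 1 h 37 °C then 30 min ambient, 125 s read. Signal: Fluo-8 calcium dye fluorescence, ex 470-495, em 515-575 nm. Measure: percent activation from peak-to-basal fluorescence ratio, scaled between DMSO and carbachol.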
CHOP inh = inhibitors of CHOP induction in ER stress response; CHO-K1 CHOP-promoter luciferase, tunicamycin-induced, 15-18 h; inhibition, % at 10 µM; actives 3.8% (n = 220,000); AID 2732;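 active means compounds that reduced the stress-induced luciferase reporter signal by more than about 70% of percent inhibition, limit read from the data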;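 further: 0% = tunicamycin plus vehicle and 100% = wells without tunicamycin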
EP2 modulator = EP2 receptor (human) modulation | P43116 | EP2-expressing cells, cAMP HTRF FRET, PGE2 co-stimulation | AID 940 | actives 0.83% (n = 260,000) | induction, % at 25 µM;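 active means compounds whose cAMP rise, as percent of the full-agonist control response, exceeds 60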;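 further: rat C6 glioma line stably carrying human EP2 under a CMV promoter; the protocol text gives 20 µM as final concentration; 100% = response of wells given 1 µM PGE2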
Target sequence (P43116 whole entry, looked up): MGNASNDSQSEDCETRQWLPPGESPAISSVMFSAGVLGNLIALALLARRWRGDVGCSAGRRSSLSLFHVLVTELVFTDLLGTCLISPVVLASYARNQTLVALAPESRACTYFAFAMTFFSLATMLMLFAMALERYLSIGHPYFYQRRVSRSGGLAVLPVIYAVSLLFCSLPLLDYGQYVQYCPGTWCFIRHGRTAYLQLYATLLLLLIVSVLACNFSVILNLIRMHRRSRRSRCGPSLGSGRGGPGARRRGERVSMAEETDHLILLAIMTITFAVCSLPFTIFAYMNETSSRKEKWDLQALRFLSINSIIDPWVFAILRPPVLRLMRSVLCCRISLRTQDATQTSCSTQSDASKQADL
NPY-Y1 antag = blocks the human neuropeptide Y Y1 receptor; HEK293-CNG Y1 cells, membrane potential fluorescence; NPY at EC95, then isoproterenol; P25929; AID 1040; actives 1% (n = 200,000); inhibition, % at 3.6 µM;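 active means inhibition above the campaign mean inhibition of all tested compounds plus 3 SD, cut at about 20% in these data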;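 further: 0% = DMSO wells given NPY plus isoproterenol and 100% = isoproterenol alone without NPY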
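material = HEK293 cells with Y1 receptor plus CNG channel | also added = NPY 25 nM then isoproterenol 1 µM plus Ro 20-1724 25 µM | schedule = dye 3 h, compound 60 min room temperature, stimulation 45 min | measured by = membrane potential fluorescence | benchmarks = high control isoproterenol alone, low control NPY with isoproterenol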
PGE2 EP2 inh = EP2 receptor (human) inhibition. inhibition, % at 25 µM. actives 0.52% (n = 260,000). P43116. C6 glioma cells expressing human EP2, cAMP TR-FRET; cells stimulated with saturating PGE2;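 active means percent inhibition above 40 after rounding to a whole number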;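 further: rat C6 glioma host cells with rolipram phosphodiesterase inhibitor present; the protocol text gives 20 µM as final concentration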
The depositor's hits bear a star; & = joins results of further samples; [ ] = remark or other dose. This is a subset; rates above refer to the full screens.

`Cc1cncn1CCc1nc2c3ccccc3nc(=S)n2[nH]1` gave NPY1 pot ag -15, TRPN1 ag 0.2, TRPML3 agonist 0.7 and NPY-Y1 antag -5.
`CCCS(=O)(=O)c1nnnn1-c1cccc(OC)c1` gave NPY1 pot ag -15, 14-3-3 Bad inh -3, TRPN1 ag 1.3, PPC-1+TRAIL kill 2, TRPML3 agonist 4.7, EP2 modulator -3, NPY-Y1 antag -6 and PGE2 EP2 inh 4.
`c1ccc(-c2cn3c(n2)SCC3)cc1` gave NPY1 pot ag -1, 14-3-3 Bad inh 6, TRPN1 ag 0.4, PPC-1+TRAIL kill 0, TRPML3 agonist 0.8, CHOP inh 10, EP2 modulator 6, NPY-Y1 antag 4 and PGE2 EP2 inh 11.
Screening Cc1nn(-c2ccc(C(=O)O)cc2)c(N)c1-c1ccccc1 returned NPY1 pot ag 5, 14-3-3 Bad inh 1, TRPN1 ag 0.7, PPC-1+TRAIL kill 19, TRPML3 agonist 0.5, CHOP inh 5, EP2 modulator 14 and NPY-Y1 antag 3.
`Cc1cccc(C)c1NC(=O)N1CCC(n2cnc3ccccc32)CC1` gave NPY1 pot ag 5, 14-3-3 Bad inh -1, TRPN1 ag 2.7, PPC-1+TRAIL kill 27, TRPML3 agonist 0.3, CHOP inh -12, EP2 modulator -5, NPY-Y1 antag 1 and PGE2 EP2 inh 15.
COc1ccccc1Nc1nc(-c2sc(NC(=O)c3cccc(Cl)c3)nc2C)cs1 was read as NPY1 pot ag 19, 14-3-3 Bad inh 53, TRPN1 ag 0.8, PPC-1+TRAIL kill 0, TRPML3 agonist -0.2, CHOP inh -35, EP2 modulator 9, NPY-Y1 antag 5 and PGE2 EP2 inh 7.
COC(=O)C(NC(=O)COc1ccccc1)(Nc1nc2c(s1)CCCC2)C(F)(F)F (centres undefined) was read as NPY1 pot ag -20, 14-3-3 Bad inh -1, TRPN1 ag -2.9, PPC-1+TRAIL kill 10, TRPML3 agonist -0.6, CHOP inh 50, EP2 modulator 52, NPY-Y1 antag -3 and PGE2 EP2 inh 5.
`Cc1ccc(S(=O)(=O)Nc2cc(C(C)C)c(O)cc2C)cc1` gave NPY1 pot ag 22, 14-3-3 Bad inh -3, TRPN1 ag -1.9, PPC-1+TRAIL kill -12, TRPML3 agonist -1.2, CHOP inh 47, EP2 modulator 9, NPY-Y1 antag 5 and PGE2 EP2 inh 3.
Screening CS(=O)(=O)N1CCCC(C(=O)Nc2ccc(Br)cc2F)C1 (centres undefined) returned NPY1 pot ag 11, 14-3-3 Bad inh 5, TRPN1 ag -0.3, PPC-1+TRAIL kill 4, TRPML3 agonist 1.1, CHOP inh 13, EP2 modulator 12, NPY-Y1 antag -3 and PGE2 EP2 inh 3.
Cc1c(NC(=O)CN2C(=O)c3ccccc3C2=O)c(=O)n(-c2ccccc2)n1C was read as NPY1 pot ag 0, 14-3-3 Bad inh -8, TRPN1 ag 0.9, PPC-1+TRAIL kill 15, TRPML3 agonist 0.3, CHOP inh 3, EP2 modulator 20, NPY-Y1 antag 0 and PGE2 EP2 inh 13.
Cc1c(N=Cc2ccc(O)c(Br)c2)cccc1[N+](=O)[O-] was read as NPY1 pot ag -20, 14-3-3 Bad inh 4, TRPN1 ag 0.7, PPC-1+TRAIL kill 35, TRPML3 agonist 0.2, CHOP inh 4, EP2 modulator 25, NPY-Y1 antag 0 and PGE2 EP2 inh 11.
`COc1ccc(NC(=S)c2ccc(N(C)C)cc2)cc1` gave NPY1 pot ag -9, 14-3-3 Bad inh -4, TRPN1 ag 2.7, PPC-1+TRAIL kill 25, TRPML3 agonist 0.8, CHOP inh 7, EP2 modulator -93, NPY-Y1 antag -5 and PGE2 EP2 inh 6.
For O=C1S/C(=C\c2ccc(O)c([N+](=O)[O-])c2)C(=O)N1Cc1cccc([N+](=O)[O-])c1 the results were NPY1 pot ag 11, 14-3-3 Bad inh 7, TRPN1 ag 1.8, PPC-1+TRAIL kill 3, TRPML3 agonist 1.7, CHOP inh 7, EP2 modulator -18, NPY-Y1 antag -7 and PGE2 EP2 inh 15.
O=C(Nc1ccc2c(c1)OCCO2)c1ccc2ccccc2n1 was read as NPY1 pot ag -15, 14-3-3 Bad inh -6, TRPN1 ag -0.8, PPC-1+TRAIL kill 43[5 µM], TRPML3 agonist -0.7, CHOP inh -13, EP2 modulator 12, NPY-Y1 antag 4 and PGE2 EP2 inh 1.
CCN(CC)C(=O)CSc1nc2ncc(Cl)cc2[nH]1 was read as NPY1 pot ag -9, 14-3-3 Bad inh 1[fluorescence artefact?], TRPN1 ag 1.4, PPC-1+TRAIL kill 9, TRPML3 agonist 0.1, CHOP inh -9, EP2 modulator 8, NPY-Y1 antag 2 and PGE2 EP2 inh 11.
Screening COC(=O)C1CSC(C(=O)OC)N1C(=O)CN1CCN(c2ccccc2)CC1 (centres undefined) returned NPY1 pot ag -21, 14-3-3 Bad inh -17, TRPN1 ag 1.8, PPC-1+TRAIL kill 8, TRPML3 agonist 0.7, CHOP inh 1, EP2 modulator 2, NPY-Y1 antag 0 and PGE2 EP2 inh 4.
For O=C(Nc1ncc(Cc2cccc(Cl)c2)s1)c1ccc([N+](=O)[O-])cc1 the results were NPY1 pot ag 11, 14-3-3 Bad inh -17[fluorescence artefact?], TRPN1 ag 1.1, PPC-1+TRAIL kill 12, TRPML3 agonist 0.0, CHOP inh 76*, EP2 modulator 22, NPY-Y1 antag 2 and PGE2 EP2 inh 7.
`COc1cc(CC(=O)OCC(=O)c2ccc3c(c2)OCCO3)cc(OC)c1OC` gave NPY1 pot ag 9, 14-3-3 Bad inh 8, TRPN1 ag -0.8, PPC-1+TRAIL kill 4, TRPML3 agonist 0.7, CHOP inh -9, EP2 modulator -23, NPY-Y1 antag 7 and PGE2 EP2 inh 16.
Screening COc1cc(OC)cc(C(=O)NNC(=O)c2ccc(S(=O)(=O)N3CC(C)OC(C)C3)cc2)c1 (centres undefined) returned NPY1 pot ag 4, 14-3-3 Bad inh -6, TRPN1 ag 0.2, PPC-1+TRAIL kill -3, TRPML3 agonist 0.5, CHOP inh 21, EP2 modulator 26, NPY-Y1 antag -2 and PGE2 EP2 inh 9.
Screening CCc1cc(/C(Cc2ccc3ccccc3n2)=N\O)c(O)cc1O returned NPY1 pot ag -19, 14-3-3 Bad inh -4, TRPN1 ag 1.9, PPC-1+TRAIL kill -5, TRPML3 agonist 1.3, CHOP inh 52, EP2 modulator 57, NPY-Y1 antag -3 and PGE2 EP2 inh 11.
`S=C(c1c[nH]c2ccccc12)N1CCCC1` gave NPY1 pot ag 13, 14-3-3 Bad inh -12, TRPN1 ag 0.0, PPC-1+TRAIL kill 6, TRPML3 agonist 0.2, CHOP inh 36, EP2 modulator 6, NPY-Y1 antag 0 and PGE2 EP2 inh 3.
Screening CCn1c(C)c(C(C)=O)c(N2CCN(c3ccccn3)CC2)nc1=S returned NPY1 pot ag -2, 14-3-3 Bad inh 16, TRPN1 ag -1.0, PPC-1+TRAIL kill 16, TRPML3 agonist -0.3, CHOP inh -3, EP2 modulator 4, NPY-Y1 antag 4 and PGE2 EP2 inh 8.
O=C(c1nn2c(C(F)(F)F)cc(-c3cccs3)nc2c1Br)N1CCCc2ccccc21 was read as NPY1 pot ag 0, 14-3-3 Bad inh -31, TRPN1 ag 0.1, PPC-1+TRAIL kill 24, TRPML3 agonist 0.6, CHOP inh 11, EP2 modulator 32, NPY-Y1 antag -1 and PGE2 EP2 inh 7.
CS(=O)(=O)Nc1ccc(S(=O)(=O)N2CCCC2)cc1 was read as NPY1 pot ag 12, 14-3-3 Bad inh -4, TRPN1 ag 0.0, PPC-1+TRAIL kill -6, TRPML3 agonist 2.1, CHOP inh -13, EP2 modulator 0, NPY-Y1 antag 4 and PGE2 EP2 inh 1.
`O=C(COC(=O)c1ncc(Cl)c(Cl)c1Cl)Nc1ccccc1OC(F)F` gave NPY1 pot ag -2, 14-3-3 Bad inh -2, TRPN1 ag -1.7, PPC-1+TRAIL kill -14, TRPML3 agonist -0.5, CHOP inh 17, EP2 modulator -16, NPY-Y1 antag 5 and PGE2 EP2 inh 6.
For COc1ccc(/C=N/Nc2nc(-c3cccc(S(=O)(=O)N4CCCC4)c3)cs2)c(OC)c1 the results were NPY1 pot ag 23, 14-3-3 Bad inh -10, TRPN1 ag -0.1, PPC-1+TRAIL kill 19, TRPML3 agonist 0.1, CHOP inh 19, EP2 modulator -24, NPY-Y1 antag -4 and PGE2 EP2 inh 9.
O=C(c1cn(CC(=O)N2CCCCC2)c2ccccc12)C1CC1 was read as NPY1 pot ag 11, 14-3-3 Bad inh 0, TRPN1 ag -0.5, PPC-1+TRAIL kill 8, TRPML3 agonist 0.8, CHOP inh 10, EP2 modulator -14&-33, NPY-Y1 antag -1 and PGE2 EP2 inh 5&5.
Screening Cc1ccc(N(C(C)C(=O)N2CCCCC2)S(C)(=O)=O)cc1C (centres undefined) returned NPY1 pot ag -15, 14-3-3 Bad inh 1, TRPN1 ag 0.4, PPC-1+TRAIL kill 19, TRPML3 agonist 0.8, CHOP inh -18, EP2 modulator 12, NPY-Y1 antag 1 and PGE2 EP2 inh 6.
CCc1sc(C(=O)Nc2ccccc2N2CCOCC2)cc1C was read as NPY1 pot ag -5, 14-3-3 Bad inh -4, TRPN1 ag -2.6, PPC-1+TRAIL kill 21, TRPML3 agonist -0.3, CHOP inh 36, EP2 modulator 50, NPY-Y1 antag 9 and PGE2 EP2 inh 5.
`OCCN1CCN(c2nc(NCc3ccco3)c3ccccc3n2)CC1` gave NPY1 pot ag -40, 14-3-3 Bad inh 33[fluorescence artefact?], TRPN1 ag -0.9, PPC-1+TRAIL kill -1, TRPML3 agonist 1.2, CHOP inh 3, EP2 modulator 3, NPY-Y1 antag 12 and PGE2 EP2 inh 10.
For Clc1ccc(-c2nnc3sc(-c4ccccn4)nn23)cc1 the results were NPY1 pot ag 18, 14-3-3 Bad inh 2, TRPN1 ag 0.5, PPC-1+TRAIL kill 13, TRPML3 agonist 1.0, CHOP inh 18, EP2 modulator 9, NPY-Y1 antag 0 and PGE2 EP2 inh 13.
Cc1ccc(C(=O)N/C(=C\c2cccs2)C(=O)NC2CCCCC2)cc1 was read as NPY1 pot ag -16, 14-3-3 Bad inh 7, TRPN1 ag -0.9, PPC-1+TRAIL kill 19, TRPML3 agonist -0.1, CHOP inh 10, EP2 modulator 13, NPY-Y1 antag 1 and PGE2 EP2 inh 9.
